Screens: PubChem BioAssay, Broad Institute
NSD2 inh: NSD2 histone methyltransferase inhibitors, primary screen, biochemical, AlphaScreen, single concentration, set 2. inhibition, % at 12.5 µM. hit rate 0.54% among 310,000. AID 743445, 2014. NSD2 peptide methylation, 120 min. Histone-lysine N-methyltransferase NSD2 (Homo sapiens), O96028; in the data active = inhibition above about 50%
Target sequence (O96028 whole entry, looked up): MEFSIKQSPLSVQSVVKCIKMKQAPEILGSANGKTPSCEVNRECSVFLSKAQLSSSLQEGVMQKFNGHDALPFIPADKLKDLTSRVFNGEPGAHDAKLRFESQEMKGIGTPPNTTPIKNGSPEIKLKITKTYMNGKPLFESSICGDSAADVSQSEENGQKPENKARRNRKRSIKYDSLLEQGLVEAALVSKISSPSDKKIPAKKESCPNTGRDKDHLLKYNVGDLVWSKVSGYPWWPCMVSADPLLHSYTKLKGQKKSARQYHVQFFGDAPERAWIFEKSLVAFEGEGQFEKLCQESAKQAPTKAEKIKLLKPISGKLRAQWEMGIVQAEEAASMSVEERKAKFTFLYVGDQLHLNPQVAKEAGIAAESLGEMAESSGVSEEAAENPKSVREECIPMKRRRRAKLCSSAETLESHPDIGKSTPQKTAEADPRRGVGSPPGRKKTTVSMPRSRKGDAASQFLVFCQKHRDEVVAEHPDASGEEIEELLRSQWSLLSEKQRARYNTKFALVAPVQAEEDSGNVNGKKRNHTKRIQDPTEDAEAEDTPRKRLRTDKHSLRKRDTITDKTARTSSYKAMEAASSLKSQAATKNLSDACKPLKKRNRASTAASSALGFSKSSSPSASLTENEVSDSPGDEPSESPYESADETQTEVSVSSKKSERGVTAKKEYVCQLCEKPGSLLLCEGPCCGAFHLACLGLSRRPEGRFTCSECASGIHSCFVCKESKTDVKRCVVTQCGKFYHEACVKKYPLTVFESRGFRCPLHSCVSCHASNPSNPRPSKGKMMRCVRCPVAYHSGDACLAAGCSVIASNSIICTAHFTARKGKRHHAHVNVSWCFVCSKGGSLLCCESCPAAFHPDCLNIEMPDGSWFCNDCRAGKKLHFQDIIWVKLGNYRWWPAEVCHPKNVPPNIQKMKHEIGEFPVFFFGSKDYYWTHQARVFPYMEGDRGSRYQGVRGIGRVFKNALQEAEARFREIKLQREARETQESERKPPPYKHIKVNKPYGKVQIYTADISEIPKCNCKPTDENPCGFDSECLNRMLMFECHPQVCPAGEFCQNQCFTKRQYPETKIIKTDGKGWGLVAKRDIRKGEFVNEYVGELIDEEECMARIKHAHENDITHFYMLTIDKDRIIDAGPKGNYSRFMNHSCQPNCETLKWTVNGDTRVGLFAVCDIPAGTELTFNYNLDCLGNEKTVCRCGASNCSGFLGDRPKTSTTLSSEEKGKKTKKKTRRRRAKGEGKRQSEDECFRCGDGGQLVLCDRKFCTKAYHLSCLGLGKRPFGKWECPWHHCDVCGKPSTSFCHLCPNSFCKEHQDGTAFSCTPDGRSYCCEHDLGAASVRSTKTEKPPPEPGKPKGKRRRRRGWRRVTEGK
* = called active by the depositor. This is a subset. The share of hits here may be higher or lower than overall.

SMILES | NSD2 inh
COCCNC(=O)C1CCCN(C(=O)c2cncc(Br)c2)CC1 (centres undefined) | -1.2
O=C(NCc1ccccc1)c1cc(C2COCCN2C(=O)c2cccs2)on1 (centres undefined) | -1.6
COc1cccc(Cn2c(C3CC3)nc3ccc(NC(=O)c4ccco4)cc3c2=O)c1 | -1.6
COc1ccc(C=C(C(=O)c2ccccc2)c2ccccc2)cc1 | -0.6
CC(C)N1CCC(C)(C(=O)Nc2cccc3c2CCCC3)C1 (centres undefined) | 0.0
COc1ccc(-c2cc(C(=O)Nc3cc(OC)c(OC)c(OC)c3)[nH]n2)c(C)c1 | 2.6
O=C(NCc1cccs1)C1Cc2c(-c3ccccc3Oc3ccccc3)ccnc2O1 (centres undefined) | 2.9
O=C(NCCc1ccc(F)cc1)c1cc2ccccn2n1 | -2.1
CCOc1cccc(-c2nnc(SCC(=O)Nc3ccc4c(c3)OCO4)n2N)c1 | -2.2
COc1ccc(CNC(=O)C2(C)Cc3c(-c4cccc(C(N)=O)c4)ccnc3O2)cc1OC (centres undefined) | -0.8
COc1ccccc1-c1ccc2c(c1)C(C)(Cc1ccccc1C#N)C(=O)N2 (centres undefined) | 3.2
CC(=O)Nc1cnc(-c2cc(C)c(O)c(C)c2)cn1 | 5.7
COc1ccccc1-c1cnc(C(O)c2cc(Cl)cc(Cl)c2)[nH]1 (centres undefined) | -6.0
Nc1ccn(C2OC(CO)C(O)C2F)c(=O)n1 (centres undefined) | 13.3
NC(CCc1ccccc1)c1csc(NC(=O)Nc2ccccc2Oc2ccccc2)n1 (centres undefined) | 0.3
O=C(NCc1ccccc1Cl)c1csc([C@@H]2O[C@H](CO)[C@H](O)[C@H](O)[C@H]2O)n1 | -0.4
O=C(CN(CCc1ccccc1)S(=O)(=O)c1cccs1)N1CCOCC1 | 0.1
CC(C)c1ccc(CNc2nc(NCC3CC3)nc3ccsc23)cc1 | -2.4
CCc1nc2ccc(C(=O)NCCCN3CCCC3=O)cn2c1N(C)CCC(C)C | -1.1
c1cc(N2CCOCC2)ccc1-c1ccc2nncn2c1 | 4.0
CCOC(=O)C1(C)CCN1C(=O)c1ccccc1OC (centres undefined) | 4.0
Cc1nc2c(OCCC3CCCCC3)cccn2c1N(C)C(=O)CCC1CCCC1 | 1.8
O=C(Cn1nnc2ccccc21)OCC(=O)c1ccc(Cl)cc1 | -1.4
CCCCN(C=O)c1c(CC)nc2ccc(C(=O)NCc3ccccc3OC)cn12 | -8.3
CCCCN(C=O)c1c(CC)nc2ccc(C(=O)N(C)Cc3ccccc3)cn12 | 9.7
COc1ccc(-c2cc(NC=O)c3ncc(-c4ccc(C(C)=O)cc4)n3c2)cn1 | -2.6
O=C(Nc1nnc([C@H]2C[C@H](O)[C@@H](CO)O2)s1)Nc1cccc2c1CCCC2 | 0.7
NC(Cc1ccc(C(F)(F)F)cc1)c1csc(NC(=O)Nc2ccccc2Cl)n1 (centres undefined) | 2.5
CC1(C(=O)Nc2ccc3c(c2)OCCO3)CCN1Cc1csc2ccccc12 (centres undefined) | 2.0
Cc1cc(Cl)ccc1C(O)c1ncc(-c2ccc3ccccc3c2)[nH]1 (centres undefined) | 1.8
Cc1ccccc1-c1cc2nc(Oc3cccc4ccccc34)n(C)c(=O)c2s1 | -2.6
CN(Cc1ccccc1)S(=O)(=O)c1cccc(C(=O)OCc2ccc(Oc3ccccc3)cc2)c1 | 4.7
CC(O)(c1ccccc1)c1nc(-c2cccc(C#N)c2)cs1 (centres undefined) | -2.9
CCOC(=O)C(=O)N(C)c1c(CC)nc2c(OCc3ccc(Cl)cc3)cccn12 | 1.6
Cc1nn(CCC(=O)NNC(=O)NCc2ccccc2)c(C)c1[N+](=O)[O-] | -1.8
O=C(Nc1ccccc1)N1c2ccccc2SC1c1ccco1 (centres undefined) | 0.8
COc1ccc(-c2cc(C(=O)NCc3cccc(Cl)c3)[nH]n2)c(C)c1 | -0.6
COc1ccc(S(=O)(=O)NC(=O)C2(C)CCN2C(=O)Cc2cc(F)ccc2F)cc1 (centres undefined) | -1.6
CC1(C(=O)Nc2ccccc2Br)CCN1C(=O)Cc1ccccc1Cl (centres undefined) | -4.7
CC(C)CC(N)c1csc(Nc2ccccn2)n1 (centres undefined) | -3.7
CC1(C(=O)NS(=O)(=O)c2cccc(OC(F)F)c2)CCN1C(=O)Cc1cccs1 (centres undefined) | -0.9
CCCCN(C)c1c(C)nc2ccc(C(=O)N(CC)CCN(C)C)cn12 | 4.4
Cc1cccc(NC(=O)CSc2nnc(SCc3ccc(Cl)cc3)s2)c1 | 1.5
COc1ccc(NC(=O)C2(C)CCN2C(=O)C(C)C)cc1F (centres undefined) | -0.7
COCCNC(=O)C1(C)CCN(C(=O)Cc2ccc(OC)c(OC)c2)C1 (centres undefined) | -0.3
CCN(CC)c1ncnc2c1ncn2[C@H]1CN(Cc2cccnc2)C[C@@H](CO)O1 | 3.7
COc1ccc(-c2cnc3c(NC=O)cc(-c4ccc(C(=O)N5CCOCC5)cc4)cn23)cc1OC | -3.4
Cc1ccc2c(COn3nnc4ccc(S(=O)(=O)N(C)C)cc43)cc(=O)oc2c1C | 4.2
CCc1nc2c(OCc3ccc(OC)cc3)cccn2c1N(C)C(=O)C(C)C | -1.4
CN(Cc1ccccc1)C(=O)c1ccc(Nc2nc(C(N)Cc3ccccc3)cs2)nc1 (centres undefined) | 3.3
Cc1ccc(S(=O)(=O)NC(=O)C2(C)CCN2C(=O)CC2CCCC2)cc1 (centres undefined) | 7.7
CC(=O)OC[C@@H]1CN(Cc2ccccc2)C[C@H](n2cnc3c(NC4CC4)ncnc32)O1 | -1.3
CN(C)C(=O)N1CCN(C(=O)[C@@H](Cc2ccccc2)NC(=O)[C@H]2O[C@@H](n3ccc(N)nc3=O)[C@H](O)[C@@H]2O)CC1 | -3.4
CCC[C@H]1[C@@H](NC(=O)/C=C/c2ccccc2)CC[C@@]23CCCN2C(=O)CCC[C@@H]13 | -1.5
CCOc1cc2[nH]c(=O)n(CCCCCC(=O)NCc3ccc4c(c3)OCO4)c(=O)c2cc1OCC | -0.9
CC[C@H]1/C(=C/c2ccccc2)N2C(=O)C[C@H](c3ccccc3)N=C2N1C | -4.1
CC1(C(=O)Nc2ccc3c(c2)OCO3)CCN1C(=O)Cc1cccs1 (centres undefined) | -14.7
OC[C@@H]1CN(Cc2ccc(-c3ccccc3)cc2)C[C@H](n2cnc3c(N4CCOCC4)ncnc32)O1 | 0.8
CC1(C(=O)NS(=O)(=O)c2ccccc2)CCN1C(=O)c1ccccc1 (centres undefined) | -1.6
CN(C)CCCNc1nc2cc(-c3cccc(Cl)c3)sc2c(=O)n1C | 3.1

The final 2 compounds of the part before come first, to join the parts:
SMILES | NSD2 inh
CC1(C(=O)NS(=O)(=O)c2ccccc2)CCN1C(=O)c1ccccc1 (centres undefined) | -1.6
CN(C)CCCNc1nc2cc(-c3cccc(Cl)c3)sc2c(=O)n1C | 3.1
O=C(Cc1cccs1)Nc1nnc(Cc2ccc(F)cc2)s1 | 0.6
COCCNc1nc(NCc2ccc(NC(C)=O)cc2)c2sc(-c3ccccc3)cc2n1 | -3.8
O=C(Nc1nnc([C@@H]2C[C@H](O)[C@@H](CO)O2)s1)c1cccc(C(F)(F)F)c1 | -2.2
Cc1cccc(C)c1NC(=O)C1(C)CN(S(C)(=O)=O)CC(=O)N1Cc1ccc2c(c1)OCO2 (centres undefined) | -0.1
CN(Cc1ccccc1Cl)C(=O)CN1C(=O)C2(OCCCO2)c2ccccc21 | 10.9
Nc1[nH]c(C(=O)c2ccccc2)c(-c2ccc3ccccc3c2)c1C(=O)NC1CC1 | -0.8
CC1=C(C(=O)N2CCCCCC2)CC(CC(=O)NCCCN(C)C)C(=O)N1Cc1ccc(F)cc1 (centres undefined) | -0.2
CN(C)c1ccc(-c2ccnc3c2CC(C)(C(=O)NCc2cccc(Cl)c2)O3)cc1 (centres undefined) | -1.8
CC1(C(=O)Nc2cccc(OC(F)(F)F)c2)Cc2c(-c3cccc(C(F)(F)F)c3)ccnc2O1 (centres undefined) | -1.7
CC1(C(=O)NS(=O)(=O)c2ccc(C#N)cc2)CCN1C(=O)Cc1ccccc1Cl (centres undefined) | 8.6
O=C(CSc1nc2ccccc2nc1N1CCOCC1)NCc1ccc(Cl)cc1Cl | -8.3
C=CCN=C1NC(c2ccccc2C(F)(F)F)C(C(=O)OC)=C(C)N1Cc1ccc(C(F)(F)F)cc1 (centres undefined) | -0.9
Cc1ccc(S(=O)(=O)Nc2cc(C(=O)O)ccc2N2CCC(C)CC2)cc1C | -2.4
CCc1nc2c(OCC=C(C)C)cccn2c1N(C)C(=O)c1ccccc1F | 12.9
CC1(C(=O)NS(=O)(=O)c2ccccc2Cl)CCN1C(=O)c1cccc2ccccc12 (centres undefined) | 0.7
Cc1cnc(C)c(Nc2nc(C(N)Cc3ccccc3)cs2)n1 (centres undefined) | 10.1
CCc1nc2ccc(C(=O)Nc3cccc(NS(C)(=O)=O)c3)cn2c1N(C)CCCc1ccccc1 | -1.4
OC(c1cccc(Cl)c1)c1nc(-c2cccc3cccnc23)cs1 (centres undefined) | 0.0
Cc1c(C(=O)N2CCC2(C)C(=O)O)oc2ccccc12 (centres undefined) | -2.8
COCCNC(=O)C1CCCN(Cc2ccccc2Cl)CC1 (centres undefined) | 0.8
CC(C)Oc1ccc(F)cc1-c1cc(C(=O)NCc2cc(C(F)(F)F)cc(C(F)(F)F)c2)[nH]n1 | 0.0
Cc1ccccc1-c1cc2nc(NCCCN(C)C)n(C)c(=O)c2s1 | 1.4
c1coc(-c2nnc3n2N=C(c2ccc4c(c2)OCO4)CS3)c1 | -2.3
CN1CCCN(C(=O)CSc2nnc(-c3cccnc3)n2C2CCCCC2)CC1 | -2.1
COc1ccc(N2CCN(CCCNC(=O)CCc3cccc(F)c3)CC2)cc1 | 2.3
CCn1c(SCC(=O)NN=Cc2ccc(C(=O)O)cc2)nc2ccccc21 | -2.8
CC(C)CNC(=O)C1(C)CCN1C(=O)c1ccc(C(C)(C)C)cc1 (centres undefined) | -0.2
Cc1cc(C)c(C#N)c(Sc2nc(C)c([N+](=O)[O-])c(C)c2C#N)n1 | 9.6
CCc1nc2c(OCC(=O)c3ccc(Cl)cc3Cl)cccn2c1N(C)C(=O)c1cccs1 | 3.0
CS(=O)(=O)N1c2ccccc2C[C@H]1Cc1cc2ccccc2o1 | -1.6

Continued, starting with the last five of the part before.
SMILES | NSD2 inh
CCn1c(SCC(=O)NN=Cc2ccc(C(=O)O)cc2)nc2ccccc21 | -2.8
CC(C)CNC(=O)C1(C)CCN1C(=O)c1ccc(C(C)(C)C)cc1 (centres undefined) | -0.2
Cc1cc(C)c(C#N)c(Sc2nc(C)c([N+](=O)[O-])c(C)c2C#N)n1 | 9.6
CCc1nc2c(OCC(=O)c3ccc(Cl)cc3Cl)cccn2c1N(C)C(=O)c1cccs1 | 3.0
CS(=O)(=O)N1c2ccccc2C[C@H]1Cc1cc2ccccc2o1 | -1.6
Cc1ccc(C(O)c2ncc(-c3cccc(F)c3)[nH]2)cc1 (centres undefined) | 1.8
CCNC(=O)OC[C@H]1O[C@H](C#Cc2ccc(C(C)(C)C)cc2)C=C[C@H]1O | 3.2
COc1ccc(-c2coc3c(C(=O)NCc4ccc(OC)c(OC)c4)cccc23)c(C)c1 | 14.3
COc1cc(CNc2ncnc3c2ncn3[C@H]2CN(CCc3ccccc3)C[C@@H](CO)O2)cc(OC)c1OC | 1.2
COc1ccc(CC(N)c2csc(NC(=O)NCCc3ccccc3)n2)cc1 (centres undefined) | -1.6
COc1nc(OC)nc(N2CCC(C(=O)NCc3ccccc3OC)CC2)n1 | 3.7
COc1ccc(C(O)c2nc(-c3cncnc3)cs2)cc1 (centres undefined) | -1.0
O=C(c1cccc(F)c1F)N(Cc1ccccn1)CC1CCCO1 (centres undefined) | -6.4

Of the compounds above, these contain bromine:
SMILES | NSD2 inh
COCCNC(=O)C1CCCN(C(=O)c2cncc(Br)c2)CC1 (centres undefined) | -1.2
CC1(C(=O)Nc2ccccc2Br)CCN1C(=O)Cc1ccccc1Cl (centres undefined) | -4.7

Part of the list above in order of SMILES length, rising:
SMILES | NSD2 inh
COc1ccc(C(O)c2nc(-c3cncnc3)cs2)cc1 (centres undefined) | -1.0
O=C(c1cccc(F)c1F)N(Cc1ccccn1)CC1CCCO1 (centres undefined) | -6.4
Cc1ccc(C(O)c2ncc(-c3cccc(F)c3)[nH]2)cc1 (centres undefined) | 1.8
CS(=O)(=O)N1c2ccccc2C[C@H]1Cc1cc2ccccc2o1 | -1.6
COc1ccc(CC(N)c2csc(NC(=O)NCCc3ccccc3)n2)cc1 (centres undefined) | -1.6
CCNC(=O)OC[C@H]1O[C@H](C#Cc2ccc(C(C)(C)C)cc2)C=C[C@H]1O | 3.2
